Source: PubChem BioAssay (several laboratories)
KCNK3 block = human KCNK3 channel inhibitors, primary screen, CHO cells, FluxOR thallium flux, B-score; Potassium channel subfamily K member 3 (Homo sapiens), O14649; 340,000 compounds, 0.84% hits; B-score at 10 µM; AID 602410, 2012; FluxOR fluorescence; hits give low values;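 active = B-score under library mean minus 4 SD, starting fluorescence ratio at most library mean plus 5 SD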;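 also: more negative B-score means stronger inhibition of thallium flux through KCNK3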
hERG protect = hERG rescue from dofetilide block, primary screen, cell-based, CHO-hERG, FluxOR thallium flux, dofetilide IC70. Voltage-gated inwardly rectifying potassium channel KCNH2 (Homo sapiens), Q12809. dofetilide IC70 present. activation (rescue from dofetilide block), less the hit threshold, % at 10 µM. 310,000 compounds, 0.51% hits;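 active = activation above the mean of controls blocked by dofetilide plus 5 SD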;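 also: thallium influx through hERG after potassium depolarization seen as dye fluorescence rise; in these data hits start at about 4.7%; inactives centre near -7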
TRPC4 agonist = activators of mouse TRPC4 channel, primary screen, Fluo4 calcium, HEK293 TRPC4beta/mu-opioid cells; Fluo4 calcium fluorescence; hits give high values; B-score at 10 µM; 310,000 compounds, 0.49% hits;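 active = B-score above 5 SD of library B-scores, and initial fluorescence ratio not above library mean plus 5 SD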;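 also: positive B-score marks a calcium rise read as TRPC4 activation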
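Assay system – TRPC4beta and mu-opioid receptor HEK293 stable cells · Measured by – Fluo4 fluorescence, kinetic · Schedule – dye loading 45 min room temperature, 110 s kinetic read · Read-out – B-scored integrated calcium fluorescence ratio · Controls – buffer and maximal DAMGO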
ANO1 activ = TMEM16A chloride channel activators or potentiators, primary screen, cell-based, HTS | 340,000 compounds, 0.3% hits | Anoctamin-1 (Mus musculus), Q8BHY3 | AID 623877, 2012 | HEK293 TMEM16A/YFP-H148Q/I152L, iodide quench fluorescence; hits give low values | B-score at 10 µM;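 active = fluorescence-ratio B-score plate-corrected deviation score at least 3 library SD below zero, with starting fluorescence score within 5 deviations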;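 also: channel opened by trigger with iodide after compound preincubation; score built on the fluorescence ratio of max minus min over baseline; more negative score means more quench and so TMEM16A activation or potentiation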
KCNK9 inh = KCNK9 potassium channel inhibitors, primary screen, HEK293 cells, thallium flux; Potassium channel subfamily K member 9 (Homo sapiens), Q9NPC2; B-score at 10 µM; FluxOR thallium flux fluorescence; hits give low values; 310,000 compounds, 1.2% hits;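 active = ratio B-score over 3 SD below the library mean, with starting fluorescence within 5 SD of its mean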;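 also: negative B-score means less thallium flux so channel inhibition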
Target sequence (Q9NPC2 whole entry, looked up): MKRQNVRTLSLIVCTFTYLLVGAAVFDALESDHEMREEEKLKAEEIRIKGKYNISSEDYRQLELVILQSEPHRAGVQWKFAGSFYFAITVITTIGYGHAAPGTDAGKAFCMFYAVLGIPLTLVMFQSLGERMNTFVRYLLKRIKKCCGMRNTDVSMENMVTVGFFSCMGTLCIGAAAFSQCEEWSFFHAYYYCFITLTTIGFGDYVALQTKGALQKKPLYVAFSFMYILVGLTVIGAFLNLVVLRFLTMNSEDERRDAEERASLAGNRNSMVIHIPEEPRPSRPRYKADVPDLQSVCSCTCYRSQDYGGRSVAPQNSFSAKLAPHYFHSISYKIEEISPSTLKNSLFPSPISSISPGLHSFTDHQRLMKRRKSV
TRPC4 PAM = positive allosteric modulators of TRPC4, primary screen, cell-based, mouse TRPC4beta, HEK293 mu-opioid, Fluo-4 calcium; DAMGO EC20, Fluo-4 Ca2+ flux; hits give high values; B-score at 10 µM; 310,000 compounds, 0.42% hits; AID 2227, 2009;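 active = B-score of calcium response area above 5 SD of library B-scores, with initial fluorescence ratio within 5 SD of library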;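 also: B-score of integrated fluorescence ratio over time as area under calcium response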
KCNQ1 act = potentiators or activators of KCNQ1 channel, primary screen, cell-based, thallium flux, high-throughput; CHO-K1 KCNQ1, thallium flux FluxOR fluorescence; hits give high values; 310,000 compounds, 0.35% hits; B-score at 10 µM;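 active = fluorescence ratio B-score, a plate-corrected score, at least three library SD, with initial intensity B-score within 5 SD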
Target sequence (P51787 whole entry, looked up): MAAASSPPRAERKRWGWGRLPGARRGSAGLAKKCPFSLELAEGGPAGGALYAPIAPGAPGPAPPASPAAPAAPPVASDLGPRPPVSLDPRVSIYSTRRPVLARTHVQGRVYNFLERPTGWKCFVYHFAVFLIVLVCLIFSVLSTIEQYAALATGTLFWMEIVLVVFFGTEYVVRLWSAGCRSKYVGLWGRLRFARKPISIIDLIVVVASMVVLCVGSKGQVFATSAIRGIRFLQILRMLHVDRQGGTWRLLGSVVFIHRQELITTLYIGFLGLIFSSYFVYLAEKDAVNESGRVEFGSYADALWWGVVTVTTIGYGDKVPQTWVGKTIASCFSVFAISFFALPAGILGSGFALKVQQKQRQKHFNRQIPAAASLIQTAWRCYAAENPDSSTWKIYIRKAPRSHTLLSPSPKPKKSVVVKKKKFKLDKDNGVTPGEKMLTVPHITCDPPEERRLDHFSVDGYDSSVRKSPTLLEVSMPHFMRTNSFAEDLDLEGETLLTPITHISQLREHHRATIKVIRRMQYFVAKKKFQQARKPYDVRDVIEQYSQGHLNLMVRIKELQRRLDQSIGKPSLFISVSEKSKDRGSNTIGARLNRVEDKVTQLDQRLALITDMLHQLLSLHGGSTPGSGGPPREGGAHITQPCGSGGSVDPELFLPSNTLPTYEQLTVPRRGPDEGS
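Test system: CHO-K1 cells stably expressing KCNQ1 / Medium: assay buffer / Also added: depolarizing K+/Tl+ stimulus, K2SO4 and Tl2SO4 each 12.5 mM in 5x stock / Incubation: 90 min dye loading and 20 min compound exposure, both at room temperature / Signal: thallium influx via FluxOR fluorescence, kinetic imaging / Evaluation: B score of baseline-normalized fluorescence ratio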
KCNQ1 inh = inhibitors of human KCNQ1 channel, primary screen, cell-based, thallium flux, high-throughput; AID 2642, 2010; Potassium voltage-gated channel subfamily KQT member 1 (Homo sapiens), P51787; B-score at 10 µM; CHO-K1 KCNQ1, FluxOR thallium flux fluorescence; hits give high values; 310,000 compounds, 1.3% hits;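 active = compounds whose thallium flux B-score, printed positive for inhibition, exceeds three library SD while starting fluorescence stays within three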;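 also: channel opened by potassium depolarization with thallium stimulus after 20 min compound exposure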
TMEM16A inh = TMEM16A chloride channel inhibitors, primary screen, cell-based, HTS. Anoctamin-1 (Mus musculus), Q8BHY3. HEK293 TMEM16A/YFP iodide influx fluorescence, ionomycin. normalized B-score (activity score, 25-100; higher = stronger inhibition) at 10 µM. 310,000 compounds, 1.2% hits. AID 588511, 2011;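 active = ratio plate-corrected score three or more library SD toward inhibition, starting fluorescence score within five deviations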;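 also: score derived from kinetic fluorescence span divided by baseline fluorescence per well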
HDAC3 inhib = HDAC3 deacetylase inhibitors, primary screen, biochemical, fluorescence, cell-free homogeneous; 320,000 compounds, 0.15% hits; Histone deacetylase 3 (Homo sapiens), O15379; inhibition, % at 8.3 µM; recombinant HDAC3, fluorogenic peptide/trypsin coupled; AID 2718, 2010; in the data active = inhibition above about 26%, passing the limit was not always enough
Dyrk1A ADPGlo = rat Dyrk1A kinase inhibitors, primary screen, biochemical, single point, plate reader; ADP-Glo luminescence, NFATc1 peptide; AID 504441, 2011; inhibition, % at 12.5 µM; Dual specificity tyrosine-phosphorylation-regulated kinase 1A (Rattus norvegicus), Q63470; 310,000 compounds, 0.43% hits; in the data active = inhibition above about 50%;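 also: plate controls were vehicle with enzyme for no effect and no enzyme for full effect; many of its hits are not listed in these tables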
Numbers without * were called inactive. An excerpt. The share of hits here may be higher or lower than overall.

`COc1ccc(/C=C/C(=O)NCCCc2ccccc2)cc1OC` gave KCNK3 block inactive, hERG protect -4.5, TRPC4 agonist inactive, ANO1 activ inactive, KCNK9 inh inactive, TRPC4 PAM inactive, KCNQ1 act inactive, KCNQ1 inh inactive, TMEM16A inh inactive, HDAC3 inhib 0.9 and Dyrk1A ADPGlo -1.0.
CCOc1ccc(CCNC(=O)CN2C(=O)NC3(CCCCC3)C2=O)cc1OCC was read as KCNK3 block inactive, hERG protect -9.2, TRPC4 agonist inactive, ANO1 activ inactive, KCNK9 inh inactive, TRPC4 PAM inactive, KCNQ1 act inactive, KCNQ1 inh inactive, TMEM16A inh inactive, HDAC3 inhib -0.3 and Dyrk1A ADPGlo -3.5.
Screening CCCC(=O)c1cc2c(cc1NC(=O)c1cccs1)OCCO2 returned KCNK3 block inactive, hERG protect -5.3, TRPC4 agonist inactive, ANO1 activ inactive, KCNK9 inh inactive, TRPC4 PAM inactive, KCNQ1 act inactive, KCNQ1 inh inactive, TMEM16A inh inactive, HDAC3 inhib -2.6 and Dyrk1A ADPGlo 1.1.
O=C1CCC([N+](=O)[O-])C(c2ccccc2Br)N1 (centres undefined) was read as KCNK3 block inactive, hERG protect -9.1, TRPC4 agonist inactive, ANO1 activ inactive, KCNK9 inh inactive, TRPC4 PAM inactive, KCNQ1 act inactive, KCNQ1 inh inactive, TMEM16A inh inactive, HDAC3 inhib -4.6 and Dyrk1A ADPGlo 0.9.
O=C(CSc1nc2ccc([N+](=O)[O-])cc2s1)NC1CCS(=O)(=O)C1 (centres undefined) was read as KCNK3 block inactive, hERG protect -11.9, TRPC4 agonist inactive, ANO1 activ inactive, KCNK9 inh inactive, TRPC4 PAM inactive, KCNQ1 act inactive, KCNQ1 inh inactive, TMEM16A inh inactive, HDAC3 inhib -1.4 and Dyrk1A ADPGlo 2.5.
Screening CS(=O)(=O)c1ccccc1COC(=O)Nc1ccc(Cl)cc1 returned KCNK3 block inactive, hERG protect 3.1, TRPC4 agonist inactive, ANO1 activ inactive, KCNK9 inh inactive, TRPC4 PAM inactive, KCNQ1 act inactive, KCNQ1 inh inactive, TMEM16A inh inactive, HDAC3 inhib 5.5 and Dyrk1A ADPGlo -1.0.
Screening Nc1nonc1-c1noc(CCCCCN2C(=O)c3ccccc3C2=O)n1 returned KCNK3 block inactive, ANO1 activ inactive, TMEM16A inh inactive, HDAC3 inhib -0.6 and Dyrk1A ADPGlo -6.8.
Screening O=C(/C=C/c1ccccc1)Nc1ccc(S(=O)(=O)N2CCOCC2)cc1 returned KCNK3 block inactive, hERG protect 3.5, TRPC4 agonist inactive, ANO1 activ inactive, KCNK9 inh inactive, TRPC4 PAM inactive, KCNQ1 act inactive, KCNQ1 inh inactive, TMEM16A inh inactive, HDAC3 inhib 9.0 and Dyrk1A ADPGlo -4.2.
For Cn1c(C(=O)NN)cc2cc(OCc3ccccc3)ccc21 the results were KCNK3 block inactive, hERG protect -6.6, TRPC4 agonist inactive, ANO1 activ inactive, KCNK9 inh inactive, TRPC4 PAM inactive, KCNQ1 act inactive, KCNQ1 inh inactive, TMEM16A inh inactive and HDAC3 inhib 0.4.
Screening O=S(=O)(c1ccc(Cl)cc1)c1nc(-c2ccco2)oc1N1CCCCC1 returned KCNK3 block inactive, hERG protect -8.0, TRPC4 agonist inactive, ANO1 activ inactive, KCNK9 inh inactive, TRPC4 PAM inactive, KCNQ1 act inactive, KCNQ1 inh inactive, TMEM16A inh inactive, HDAC3 inhib 14.0 and Dyrk1A ADPGlo -0.9.
Screening COC(=O)c1sc2ccccc2c1NC(=O)c1coc2ccccc2c1=O returned KCNK3 block inactive, hERG protect -3.3, TRPC4 agonist inactive, ANO1 activ inactive, KCNK9 inh inactive, TRPC4 PAM inactive, KCNQ1 act inactive, KCNQ1 inh inactive, TMEM16A inh inactive, HDAC3 inhib -12.3 and Dyrk1A ADPGlo 0.0.
`Cc1ccc(NC(=O)CCNC(=O)c2ccc(Br)cc2)cc1S(=O)(=O)N1CCOCC1` gave KCNK3 block inactive, hERG protect -9.1, TRPC4 agonist inactive, ANO1 activ inactive, KCNK9 inh inactive, TRPC4 PAM inactive, KCNQ1 act inactive, KCNQ1 inh inactive, TMEM16A inh inactive and Dyrk1A ADPGlo -4.0.
`CC(=O)Nc1ccc(S(=O)(=O)NC2=NCN(C)CN2)cc1` gave KCNK3 block inactive, hERG protect -6.8, TRPC4 agonist inactive, ANO1 activ inactive, KCNK9 inh inactive, TRPC4 PAM inactive, KCNQ1 act inactive, KCNQ1 inh inactive, TMEM16A inh inactive, HDAC3 inhib -6.3 and Dyrk1A ADPGlo 6.3.
CCOC(=O)CSc1nnc(CNC(=O)c2cccs2)n1-c1cc(C)ccc1C was read as KCNK3 block inactive, ANO1 activ inactive, TMEM16A inh inactive, HDAC3 inhib -5.8 and Dyrk1A ADPGlo 0.5.
For COc1cc(/C=N/NC(N)=O)ccc1OCC(=O)Nc1cc(C)c(C)cc1Br the results were KCNK3 block inactive, hERG protect -1.2, TRPC4 agonist inactive, ANO1 activ inactive, KCNK9 inh inactive, TRPC4 PAM inactive, KCNQ1 act inactive, KCNQ1 inh inactive, TMEM16A inh inactive, HDAC3 inhib -4.7 and Dyrk1A ADPGlo -8.8.
Screening C[C@@H]1C=CC(=O)O[C@@H]1c1ccc(C(F)(F)F)cc1 returned hERG protect -7.9, TRPC4 agonist inactive, KCNK9 inh inactive, TRPC4 PAM inactive, KCNQ1 act inactive, KCNQ1 inh inactive, TMEM16A inh inactive and HDAC3 inhib 3.3.
COc1ccc(Cl)c2c1[nH]c1nc(SCc3ccccn3)nnc12 was read as KCNK3 block inactive, hERG protect -19.4, TRPC4 agonist inactive, ANO1 activ inactive, KCNK9 inh inactive, TRPC4 PAM inactive, KCNQ1 act inactive, KCNQ1 inh inactive, TMEM16A inh inactive and HDAC3 inhib -0.9.
Screening COc1ccc(C(=O)CN2CC(C)SC2=Nc2ccc(Cl)cc2)cc1 (centres undefined) returned KCNK3 block inactive, hERG protect -13.7, TRPC4 agonist inactive, ANO1 activ inactive, KCNK9 inh inactive, TRPC4 PAM inactive, KCNQ1 act inactive, KCNQ1 inh inactive, TMEM16A inh inactive, HDAC3 inhib 6.3 and Dyrk1A ADPGlo 11.7.
Screening COc1ccccc1N1C(=O)CCC1(C#N)c1ccc(Br)cc1 (centres undefined) returned KCNK3 block inactive, hERG protect -14.5, TRPC4 agonist inactive, ANO1 activ inactive, KCNK9 inh inactive, TRPC4 PAM inactive, KCNQ1 act inactive, KCNQ1 inh inactive, TMEM16A inh inactive, HDAC3 inhib -4.2 and Dyrk1A ADPGlo 0.8.
For O=S(=O)(c1cccs1)N1CN(Cc2ccc(F)cc2)c2nc3ccccc3nc21 the results were KCNK3 block inactive, ANO1 activ inactive, TMEM16A inh inactive, HDAC3 inhib -11.1 and Dyrk1A ADPGlo 8.9.
`COc1ccc(-c2nc3c([nH]2)c(=O)n(C)c(=O)n3C)c(OC)c1` gave KCNK3 block inactive, hERG protect -7.4, TRPC4 agonist inactive, ANO1 activ inactive, KCNK9 inh inactive, TRPC4 PAM inactive, KCNQ1 act inactive, KCNQ1 inh inactive, TMEM16A inh inactive, HDAC3 inhib -19.3 and Dyrk1A ADPGlo 3.3.
Cc1ccc(C)c(S(=O)(=O)N2CCC3(CC2)OCCO3)c1 was read as KCNK3 block inactive, hERG protect -8.9, TRPC4 agonist inactive, ANO1 activ inactive, KCNK9 inh inactive, TRPC4 PAM inactive, KCNQ1 act inactive, KCNQ1 inh inactive, TMEM16A inh inactive, HDAC3 inhib -0.8 and Dyrk1A ADPGlo -1.6.
Screening COc1ccc(CNC(=O)[C@H](C)NC(=O)C2CCN(C(=O)[C@@H](N)Cc3ccccc3)CC2)cc1 returned KCNK3 block inactive, hERG protect -7.3, TRPC4 agonist inactive, ANO1 activ inactive, KCNK9 inh inactive, TRPC4 PAM inactive, KCNQ1 act inactive, KCNQ1 inh inactive, TMEM16A inh inactive, HDAC3 inhib -7.5 and Dyrk1A ADPGlo -5.1.
COc1ccc(/C=C(\NC(=O)c2ccc([N+](=O)[O-])cc2)C(=O)N2CCOCC2)cc1 was read as KCNK3 block inactive, hERG protect -5.5, TRPC4 agonist inactive, ANO1 activ inactive, KCNK9 inh inactive, TRPC4 PAM inactive, KCNQ1 act inactive, KCNQ1 inh inactive, TMEM16A inh inactive, HDAC3 inhib 6.9 and Dyrk1A ADPGlo -0.7.
`Cc1nn(Cc2nnc(SCC(=O)Nc3ccc(Cl)cc3)n2C)c(C)c1[N+](=O)[O-]` gave KCNK3 block inactive, hERG protect -2.0, TRPC4 agonist inactive, ANO1 activ inactive, KCNK9 inh inactive, TRPC4 PAM inactive, KCNQ1 act inactive, KCNQ1 inh inactive, TMEM16A inh inactive, HDAC3 inhib 2.9 and Dyrk1A ADPGlo -2.1.
`CCc1c(C(=O)Nc2ccncc2)csc1C` gave KCNK3 block inactive, hERG protect -6.5, TRPC4 agonist inactive, ANO1 activ inactive, KCNK9 inh inactive, TRPC4 PAM inactive, KCNQ1 act inactive, KCNQ1 inh inactive, TMEM16A inh inactive, HDAC3 inhib 2.8 and Dyrk1A ADPGlo 1.5.
Screening CCOC(=O)N1CCC(NC(=O)c2ccc(NC(=O)C3CCCO3)cc2)CC1 (centres undefined) returned KCNK3 block inactive, hERG protect -4.2, TRPC4 agonist inactive, ANO1 activ inactive, KCNK9 inh inactive, TRPC4 PAM inactive, KCNQ1 act inactive, KCNQ1 inh inactive, TMEM16A inh inactive, HDAC3 inhib 1.2 and Dyrk1A ADPGlo -2.5.
Screening O=C(Nc1nnc(C2CC2)s1)C1Cc2ccccc2CN1C(=O)c1ccco1 (centres undefined) returned KCNK3 block inactive, hERG protect -4.3, TRPC4 agonist inactive, ANO1 activ inactive, KCNK9 inh inactive, TRPC4 PAM inactive, KCNQ1 act inactive, KCNQ1 inh inactive, TMEM16A inh inactive, HDAC3 inhib 5.3 and Dyrk1A ADPGlo -29.2.
